Screening data as filed in PubChem BioAssay.
Coupling enz – coupling enzyme interference in Giardia aldolase counter-screen; coupling enzyme system counterscreen, AmpLite Red fluorescence; activity change, negative = inhibition, % at 58.2 µM, hits read low; 0.67% of 290,000 active; AID 2472; in the data active means activity change below about -30%
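Activity here indicates interference with the coupling reaction, not aldolase inhibition. Compounds at 57.5 uM final met coupling enzymes for 10 min at RT; substrate and AmpLite Red detection followed, with a 525/598 nm fluorescence read after 20 min.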
KCNH2 3.1 block – inhibitors of human KCNH2 3.1 potassium channel isoform | U2OS KCNH2 3.1, thallium flux FluxOr; stronger effect = lower value | 0.95% of 340,000 active | AID 720553 | activity change, % (tested at about 1.8 µM);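 active means maximum activity change below -70%; inconclusive means maximum activity change from -70% to -50%; inactive means maximum activity change above -50%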;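 further: thallium influx rate constant from kinetic fluorescence after stimulation buffer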
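Steps: virus added to U2OS suspension (4 h, RT, dark); medium with 10% FBS added, cells plated, 37 C overnight; FluxOr/Red40 loading buffer 45 min RT; stimulation buffer, 2 min kinetic read; rate constant normalized.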
Giardia killer – kills Giardia lamblia. activity change, % at 7.66 µM, hits read low. 0.15% of 340,000 active. Giardia lamblia trophozoite viability. AID 540267; in the data active means activity change below about -80%; inconclusive means between about -30% and that limit;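 further: parasites exposed to compound for two days anaerobically before the ATP read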
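Luminescence from cellular ATP indicates surviving trophozoites (100 cells/well) following 48 hrs anaerobic compound treatment at 37 deg C; signal develops 15-30 min at room temperature.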
USP2a inh – blocks human ubiquitin-specific protease USP2a | O75604 | USP2 core, Ub-CHOP2 coupled fluorogenic reporter, 485/531 | Potency, µM (doses to about 38.3 µM), for inactives: at the highest dose activity change, negative = inhibition, usual class: inhibitors | 0.01% of 330,000 active | AID 463254;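 further: potency means the concentration at half of the fitted maximal effect; plate controls were DMSO wells for no effect and full inhibition by NEM control for full effect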
Target sequence (O75604 whole entry, looked up): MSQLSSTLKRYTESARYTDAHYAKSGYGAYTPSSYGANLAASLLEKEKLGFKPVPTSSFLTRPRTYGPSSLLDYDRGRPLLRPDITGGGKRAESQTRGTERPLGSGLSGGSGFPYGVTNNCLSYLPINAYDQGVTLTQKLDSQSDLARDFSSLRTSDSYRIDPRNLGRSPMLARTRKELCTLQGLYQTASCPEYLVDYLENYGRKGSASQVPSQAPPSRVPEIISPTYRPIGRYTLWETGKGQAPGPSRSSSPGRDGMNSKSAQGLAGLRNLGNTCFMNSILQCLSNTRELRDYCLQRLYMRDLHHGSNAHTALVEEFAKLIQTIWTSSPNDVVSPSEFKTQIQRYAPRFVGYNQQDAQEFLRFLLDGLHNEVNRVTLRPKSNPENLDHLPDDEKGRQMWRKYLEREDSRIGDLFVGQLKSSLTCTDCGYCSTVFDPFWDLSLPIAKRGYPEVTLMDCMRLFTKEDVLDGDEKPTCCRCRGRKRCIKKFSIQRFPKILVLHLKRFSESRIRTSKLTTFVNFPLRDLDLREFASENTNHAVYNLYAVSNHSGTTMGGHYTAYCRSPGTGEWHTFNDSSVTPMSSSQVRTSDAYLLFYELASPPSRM
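Cell-free coupled assay: 10nM USP2 core preincubated 30min RT with compound in Tris-HCl pH 8.0/CaCl2/CHAPS buffer, then 25nM Ub-CHOP2 and 25nM reporter substrate; fluorescence (Ex 485/Em 531) read after 60min RT, normalized to NEM inhibition, concentration-response curves fitted.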
Eya2 phos inh – inhibitors of human Eya2 phosphatase activity | O00167 | recombinant Eya2, OMFP fluorescence dephosphorylation (OMFP is methylfluorescein phosphate) | Potency, µM (series often up to 76.9 µM), for the others: at the highest dose activity, negative = inhibition, most hits filed as inhibitors | 0.006% of 330,000 active; further: potency means the concentration at half of the fitted maximal effect
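Eya2 (0.2 uM) preincubated 10 min at ambient with compound, then OMFP substrate added at 50 uM; 10 min reaction in 50 mM HEPES pH 7.5, 50 mM NaCl, 5 uM MgCl2, 0.05% BSA, 1 mM DTT. Fluorescence read at Ex 485/Em 525 nm.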
KCNH2 WT inh – inhibitors of human wildtype KCNH2 potassium channel. Q12809. U2OS, BacMam KCNH2, thallium flux FluxOr; stronger effect = lower value. activity change, % at 1.84 µM. 0.37% of 340,000 active. AID 720551;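 active means maximum activity change below -70%; inconclusive means maximum activity change between -70% and -50%; inactive means maximum activity change above -50%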
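U2OS cells transduced with wild-type KCNH2 virus are loaded with FluxOr dye for 45 min, and thallium flux is measured in kinetic reads before and after stimulation buffer. Rate constants are normalized to DMSO controls.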
PKM2 act – increases activity of human pyruvate kinase M2. P14618. purified PKM2, Kinase-Glo ATP luminescence, activation; response scale: 0% is enzyme alone, no compound. Potency, µM (titrated, usually from 57.5 µM), for inactives: top-dose activation, hits mostly activators. 0.34% of 260,000 active. AID 1631; further: potency means the concentration at half of the fitted maximal effect; nearly all actives have a fitted effect of over 55% in size
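hPK-M2, >95% pure; 0.1 mM ADP / 0.5 mM PEP final; imidazole pH7.2 buffer w/ 7 mM MgCl2, 50 mM KCl; 1 h RT; Kinase-Glo lum. Intermediate enzyme activity for dual inhibitor/activator qHTS.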
BCR signal inh – inhibitors of chronic active B-cell receptor signaling; ABC-DLBCL IkBa-CBG/CBR reporter, luminescence ratio, 4 h; Potency, µM (titrated, usually from 46.1 µM), inactives show at the top dose ratio change, negative = lower green/red ratio, most hits filed as inhibitors; 0.05% of 340,000 active; AID 493014; active means well fitted inhibition curve with a large enough effect in the signal ratio, with a control signal flat, not every such curve was filed as active; inconclusive means small, poorly fitted or top-dose-only effect, or effect the other way, or a change in a side signal; the % refers to the signal ratio;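 further: potency means the concentration at half of the fitted maximal effect; plate controls were basal doxycycline-induced cells for no effect and cells given 10 µM MG132 for full effect; MG132 reads +100%, hits lower the ratio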
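Compounds up to 46 uM were incubated four hours with TMD8 cells whose green CBG68 luciferase is fused to IkappaBalpha; red CBR luminescence normalised the signal, and concentration-effect curves were fitted to fusion, red and ratio data.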
B2AR arrestin – agonists driving beta-arrestin recruitment to human beta2-adrenergic receptor | beta-arrestin recruitment to beta2AR, cell-based reporter | Potency, µM (doses to about 46.1 µM), for inactives: top-dose activation, actives largely listed as activators | 0.02% of 330,000 active | AID 492947;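 further: potency means the concentration at half of the fitted maximal effect; 0% = DMSO controls and full agonism = EC100 isoproterenol or metaproterenol; nearly all actives have a fitted effect of over 65% in size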
Target sequence (P07550 whole entry, looked up): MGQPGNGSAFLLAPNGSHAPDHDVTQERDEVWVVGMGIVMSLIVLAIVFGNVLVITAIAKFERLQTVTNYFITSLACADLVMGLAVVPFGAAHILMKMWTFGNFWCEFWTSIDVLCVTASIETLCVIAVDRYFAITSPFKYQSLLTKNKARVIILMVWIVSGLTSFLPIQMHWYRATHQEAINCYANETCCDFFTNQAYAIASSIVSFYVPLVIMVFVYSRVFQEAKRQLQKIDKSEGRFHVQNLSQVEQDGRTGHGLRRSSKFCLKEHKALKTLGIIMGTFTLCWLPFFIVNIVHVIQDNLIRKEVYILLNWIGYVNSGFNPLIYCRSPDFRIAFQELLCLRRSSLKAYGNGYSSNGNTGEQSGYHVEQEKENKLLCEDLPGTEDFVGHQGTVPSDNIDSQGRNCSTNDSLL
uPA generation – blocks generation of uPA at the cell surface; cell surface uPA generation assay, qHTS; Potency, µM (highest dose often 38.3 µM), for inactives: at the top dose activity change, negative = inhibition, actives largely listed as inhibitors; 0.31% of 330,000 active; AID 540303; active means well fitted inhibition curve with a large enough effect; inconclusive means small, poorly fitted or top-dose-only effect; inactive means no such curve, though single readings can be large or run the other way; tested in mouse RAW 264.7 cells; further: potency means the concentration at half of the fitted maximal effect; nearly all actives have a fitted effect of over 55% in size
GALK inhibitor – inhibitors of human galactokinase; Purified GALK, Kinase-Glo residual ATP luminescence; Potency, µM (series often up to 57.5 µM), for inactives: at the top dose activity change, negative = inhibition, most hits filed as inhibitors; 0.007% of 270,000 active; AID 1868; further: potency means the concentration at half of the fitted maximal effect
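Luminescence from leftover ATP (Ultra-Glo luciferase/luciferin) served as read-out after a 1 h room-temperature reaction of 5 nM GALK with 35 uM ATP and 100 uM galactose.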
Numbers without * were called inactive; u = inconclusive; x = not tested or not shown. Unless noted, the call rests on the fitted dose curve; in most records, active means well fitted curve in the direction sought with a large enough effect; inconclusive means small, poorly fitted or top-dose-only effect, or another doubt; inactive means no such curve, though single readings can be large; an effect the other way counts as inactive or inconclusive. Unless noted, on the % scale 0 is the no-effect control and ±100 the full control effect.

SMILES	Coupling enz	KCNH2 3.1 block	Giardia killer	USP2a inh	Eya2 phos inh	KCNH2 WT inh	PKM2 act	BCR signal inh	B2AR arrestin	uPA generation	GALK inhibitor
CC(=O)Nc1ccc(S(=O)(=O)NC(C)C(=O)NCC(c2ccco2)N(C)C)cc1 (configuration not stated)	x	-4.2	5.1	-4.5%	22.2%	2.3	x	1.3%	-0.3%	-2.1%	x
CCN(CC(=O)Nc1ccc(OC)cc1)C(=O)c1ccc(=O)n(Cc2ccccc2)n1	x	6.4	-7.3	1.9%	0.3%	-7.5	x	0.1%	0.1%	0.7%	x
CCCN(C#N)c1nc(NCC)nc(NC(C)C)n1	2.3	8.7	9.2	-1.5%	-22.0%	7.0	-1.5%	-0.2%	0.4%	-7.4%	0.4%
O=C(O)c1cccc2c1C(=O)c1ccc(N3CCCCC3)cc1S2(=O)=O	x	-12.4	-15.1	2.5%	-3.8%	0.3	x	-0.3%	0.1%	-8.7%	x
Cn1c2ccccc2c(=O)c2cc(C#Cc3cccc(N)c3)ccc21	x	-5.3	-18.3	0.8%	-8.6%	19.3	x	11.5%	0.2%	u	x
COc1cc(/C=C/C(=O)O)cc(S(=O)(=O)N(C)CCO)c1OC	3.6	-0.2	-8.5	-0.2%	10.3%	9.2	-2.9%	4.3%	-1.2%	2.6%	-0.7%
CN(C)Cc1ccc(CNC(=O)COc2ccc3ccccc3c2)cc1	-1.1	14.5	1.4	1.0%	19.9%	-4.4	x	-7.5%	0.1%	-1.2%	4.6%
CSc1ccccc1NC(=O)CN(C)S(=O)(=O)c1ccc(F)cc1	-1.2	-10.3	-12.1	6.0%	-0.6%	-4.5	1.7%	u	-1.4%	-1.6%	0.7%
Cc1cc(/C=N\O)c(C)n1-c1ccncc1	0.4	-2.9	-9.1	-1.0%	-1.7%	1.1	0.3%	-8.2%	0.0%	7.2%	0.3%
O=C1CC(Sc2ccc(Cl)cc2)C(=O)N1c1ccc2c(c1)OCCO2 (configuration not stated)	-0.6	2.4	-16.0	6.7%	7.9%	-2.6	u	u	0.2%	-10.9%	-1.4%
Cc1cccc(NC(=O)c2ccccc2C(=O)O)c1	5.5	5.6	-5.8	-0.3%	7.5%	1.7	0.3%	u	-0.1%	-1.3%	1.4%
CCOC(=O)C1=C(C)NC2=C(C(=O)CCC2)C1c1ccc(N(C)C)cc1 (configuration not stated)	-0.1	16.9	-1.0	2.0%	8.7%	-1.0	3.2%	u	0.0%	-21.0%	-0.6%
CC1CCCCN1C(=O)CSc1nnc(-c2cccs2)o1 (configuration not stated)	4.9	5.3	0.1	-0.2%	5.0%	3.7	x	-0.7%	-0.4%	-0.4%	4.8%
CN(C)CCNC(=O)c1onc(CSc2nc3ccccc3[nH]2)c1C(=O)NCCN(C)C	-0.2	6.5	14.1	1.8%	12.4%	-6.4	0.3%	-9.7%	-0.8%	9.0%	x
COc1ccccc1N1CCN(S(=O)(=O)c2cccc(F)c2)CC1	-3.2	-15.0	7.0	0.1%	-26.5%	-0.2	-5.2%	-0.9%	-0.4%	-3.3%	-0.2%
CC(C)(C)c1ccc(OCC(=O)N2CCN(C=O)CC2)cc1	1.5	7.0	-5.3	0.2%	-24.1%	-0.2	-2.9%	-3.3%	0.1%	0.1%	0.2%
Cn1c2ccccc2c2nnc(SCN3C(=O)c4ccccc4C3=O)nc21	1.7	x	x	u	2.6%	x	3.3%	-0.6%	0.3%	x	-3.0%
Cc1c(C(=O)N(C)CCOc2ccccc2)oc2c(Cl)cccc12	x	-11.1	-15.5	-0.6%	14.1%	1.5	x	u	-0.1%	5.6%	x
Cc1ccc(CS(=O)(=O)CCC(=O)NCC2CCCO2)cc1 (configuration not stated)	2.5	4.8	-4.9	-1.6%	-17.0%	-16.2	4.4%	-1.6%	-0.1%	3.8%	0.9%
CCOCc1nnc(NC(=O)CSc2ccccc2)s1	2.3	1.0	15.1	-0.8%	-1.4%	-0.7	-0.3%	-0.4%	-0.4%	0.7%	0.2%
CCOC(=O)N1CCN(C(=O)c2ccc3c(=O)n(CCC4=CCCCC4)c(=O)[nH]c3c2)CC1	3.2	-5.0	-6.5	1.9%	5.8%	-4.0	3.4%	u	-0.6%	1.1%	2.5%
NC(=O)C1CCN(C(=O)NC2CC(=O)N(c3ccc4c(c3)OCCO4)C2)CC1 (configuration not stated)	x	5.8	-6.0	2.2%	-8.7%	-7.0	x	-10.6%	0.1%	1.2%	x
Cc1cc(NC(=O)CCC(=O)N(C2CC2)C2(C(=O)NC3CCCC3)CCC(C)CC2)no1 (configuration not stated)	2.7	15.1	3.0	-0.4%	16.9%	-3.3	0.8%	1.2%	-0.2%	3.8%	-2.1%
Cc1ccccc1NS(=O)(=O)c1c(C(=O)N2CCCCCC2)c(C)n(C)c1C	4.4	-3.9	15.0	0.9%	-2.0%	-25.6	0.6%	7.6%	0.6%	1.8%	-1.8%
CC1=C(C)CC(C(=O)N2CCN(Cc3ccc4c(c3)OCO4)CC2)C(C(=O)O)C1 (configuration not stated)	0.5	-5.5	16.1	3.3%	8.4%	-0.9	-3.0%	7.1%	0.2%	-0.9%	11.5%
New compounds follow.
SMILES	Coupling enz	KCNH2 3.1 block	Giardia killer	USP2a inh	Eya2 phos inh	KCNH2 WT inh	PKM2 act	BCR signal inh	B2AR arrestin	uPA generation	GALK inhibitor
OCCN(CCO)c1ccc2ccccc2c1	-8.4	2.3	-1.3	1.6%	-3.0%	1.2	-0.5%	u	0.5%	5.5%	-1.6%
CN(C)C(=O)c1ccc(COc2ccccc2Br)o1	-1.2	8.9	-3.1	3.9%	-4.9%	-1.1	-3.5%	u	0.1%	-8.0%	1.6%
O=S(=O)(c1cccc(-c2n[nH]c(=S)n2Cc2ccccc2)c1)N1CCOCC1	3.8	-6.2	-18.9	1.3%	-10.3%	-0.7	-6.7%	u	-0.1%	-1.7%	1.6%
CCOC(=O)CNC(=O)CSc1nc(C)cc(C)c1C#N	0.4	5.6	-4.0	3.2%	-4.6%	3.1	7.4%	1.2%	2.0%	3.6%	2.8%
Cc1cc(C(=O)OC(C(=O)Nc2ccc(C)c(Cl)c2)c2ccccc2)c(C)o1 (configuration not stated)	0.9	-22.9	-3.5	2.4%	-2.8%	-0.9	3.4%	7.1%	0.1%	-3.8%	1.4%
O=c1cc(-c2ccccc2)nc2nc(-c3ccco3)[nH]n12	11.0	-4.8	-16.0	1.4%	4.1%	4.1	4.9%	u	0.2%	-15.2%	-6.9%
O=C(c1ccccc1)N1CCCCC(Sc2nnnn2-c2ccccc2)C1=O (configuration not stated)	1.1	3.9	8.4	-4.5%	-3.6%	-4.0	-4.2%	-19.5%	-0.4%	-8.5%	-0.7%
CCC(C)n1c(=N)c(C#N)cc2c(=O)n3cccc(C)c3nc21 (configuration not stated)	0.3	-1.5	-3.1	3.7%	-5.5%	1.4	-0.9%	u	0.9%	0.0%	0.1%
COc1cccc(C(=O)NNC(=O)C(=O)N2CCCCC2)c1	1.2	19.8	18.5	3.3%	5.6%	-11.4	-0.1%	2.4%	0.5%	0.6%	4.1%
Cc1nn(CCCC(=O)NCCCN2CCN(C)CC2)c(=O)c2c1sc1ccccc12	-6.5	-20.6	0.5	4.1%	4.2%	-4.5	x	-2.7%	-0.3%	3.1%	0.6%
CCOc1cc(NC(=S)NCc2ccco2)c(OCC)cc1NC(=O)C1CC1	-1.1	7.2	0.2	5.8%	2.2%	3.6	-12.3%	u	-0.2%	6.4%	0.4%
COc1ccc(N2CCN(Cc3nc4c(c(=O)n(C)c(=O)n4C)n3Cc3cccc(C)c3)CC2)cc1	-4.5	-0.9	-10.0	1.9%	6.8%	5.7	-11.2%	-8.7%	0.1%	13.7%	-2.8%
COc1ccccc1OCCCOc1cccc(/C=C2\SC(=O)NC2=O)c1	10.6	2.3	7.7	-0.9%	2.1%	15.9	-4.9%	3.3%	-0.6%	-3.0%	-8.5%
O=C(/C=C/Nc1nccs1)C(F)(F)Cl	0.0	-3.8	11.1	2.7%	-3.2%	-19.9	1.0%	u	0.4%	-8.8%	-1.8%
N/C(=N\OC(=O)N1CCOCC1)c1ccc(Br)cc1	2.1	-9.6	-25.7	0.3%	-3.0%	-2.7	-3.5%	u	-0.1%	10µM*	7.4%
CCN(CC)C(=O)[C@H]1C[C@H](CC(=O)NC/C=C(\C)CCC=C(C)C)C(=O)N2CCc3c([nH]c4ccc(Cl)cc34)[C@]12C	x	-12.3	-26.0	0.0%	-5.0%	0.4	x	4.0%	-0.9%	-14.1%	x
